Screening data deposited in PubChem by National Center for Advancing Translational Sciences (NCATS).
Tau fibril FP – tau fibrillization inhibition (FP); AID 1468; actives 0.39% (n = 280,000); K18 P301L tau heparin fibrillization, Alexa594 FP, 6 h; Potency, µM (titrated, usually from 57.7 µM), for the others: top-dose activity, negative = inhibition, actives largely listed as inhibitors; P10636; further: nearly all actives have a fitted effect of over 55% in size
Target sequence (P10636 561-689 P618L limits assumed): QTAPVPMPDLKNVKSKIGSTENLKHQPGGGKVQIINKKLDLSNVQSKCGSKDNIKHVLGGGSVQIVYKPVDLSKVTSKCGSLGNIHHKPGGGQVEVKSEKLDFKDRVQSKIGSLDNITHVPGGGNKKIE
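Read-out: fluorescence polarization of Alexa 594-labeled tau (0.24 uM), 555 nm excitation, 632 nm emission. Mixtures held 15 uM unlabeled K18 P301L, compound and 20 uM heparin, pH 7 acetate buffer, incubated 6 hr at 37 C.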
L3MBTL1 inh – inhibitors of human L3MBTL1; Q9Y468; AlphaScreen L3MBTL1–H3K9me1 peptide binding; Potency, µM (series often up to 57.1 µM), inactives show at the top dose activity, negative = inhibition, actives largely listed as inhibitors; actives 0.66% (n = 230,000); further: nearly all actives have a fitted effect of over 60% in size
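Displacement of a biotinylated histone H3(1-15) peptide monomethylated at Lys9 (75 nM) from L3MBTL1 (50 nM) was measured by AlphaScreen after a 30 min room-temperature compound incubation; cefsulodin titration served as intraplate control.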
GoLoco inh red – RGS12 GoLoco-Gai1 interaction inhibition | P63096 | Gai1:RGS12 GoLoco peptide FP, rhodamine, 10 min | Potency, µM (highest dose often 61.6 µM), without a hit: top-dose activity, negative = inhibition, most hits filed as inhibitors | actives 0.44% (n = 230,000) | AID 880; active means well fitted inhibition curve with a large enough effect, not every such curve was filed as active; inactive means no such curve, though single readings can be large or run the other way; further: nearly all actives have a fitted effect of over 30% in size; many of its hits are not listed in these tables
TexasRed fluor – Texas Red fluorescence interference in TRb-SRC2 counter-screen; TRb/SRC2 Texas Red total fluorescence interference; Potency, µM (doses to about 106 µM), for the others: top-dose fluorescence change, negative = quenching; actives 0.29% (n = 280,000); AID 1479; active means well fitted curve in either direction with a large enough effect; inconclusive means small, poorly fitted or top-dose-only effect
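Human TRb ligand-binding domain at 0.6 uM with 20 nM Texas Red SRC2 peptide in Tris buffer containing 1 uM T3 and 5% DMSO, incubated with compound 5 h at ambient temperature. Total fluorescence (555/632 nm) calculated as parallel + 2 × perpendicular.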
TRb-SRC2 inh – disrupts binding of human TR beta to SRC2. P10828. TRbeta-SRC2 peptide binding, fluorescence polarization; receptor liganded with 1 µM T3. Potency, µM (highest dose often 106 µM), without a hit: at the highest dose activity change, negative = inhibition, most hits filed as inhibitors. actives 0.065% (n = 280,000). AID 1469;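 further: plate controls were bound peptide for no effect and peptide without receptor for full effect; nearly all actives have a fitted effect of over 50% in size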
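Fluorescence polarization of 20 nM Texas Red SRC2 peptide (20-aa NR interaction domain) bound to 0.6 uM human TRb ligand-binding domain, with 1 uM T3, after 5 hr at ambient temperature; inhibition seen as decreased polarization.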
JMJD2E inh – inhibitors of human JMJD2E histone demethylase. B2RXH2. Potency, µM (top dose mostly 57.1 µM), for inactives: at the top dose activity change, negative = inhibition, hits mostly inhibitors. JMJD2E catalytic domain, FDH-coupled NADH fluorescence (FDH is formaldehyde dehydrogenase). actives 1.6% (n = 230,000). AID 2147; active means well fitted inhibition curve with a large enough effect, not every such curve was filed as active; inconclusive means small, poorly fitted or top-dose-only effect, or another doubt; inactive means no such curve, though single readings can be large or run the other way;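 further: 0% = wells with enzyme and -100% = buffer wells without enzyme; nearly all actives have a fitted effect of over 50% in size; many of its hits are not listed in these tables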
Tau fibril ThT – blocks human tau fibril formation measured by thioflavin T | P10636 | recombinant tau K18 P301L (four-repeat tau fragment), heparin-induced fibrillization, ThT fluorescence | Potency, µM (titrated, usually from 57.4 µM), for the others: at the highest dose activity, negative = inhibition, hits mostly inhibitors | actives 2.1% (n = 270,000) | AID 1460; further: nearly all actives have a fitted effect of over 55% in size
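Recombinant human tau K18 fragment […] carrying P301L, 15 uM unlabeled plus 0.24 uM Alexa 594-labeled, was fibrillized with 20 uM heparin in 100 mM sodium acetate pH 7 for 6 hr at 37 C; 30 uM ThT fluorescence read after 1 hr.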
RECQ1 inh – blocks DNA unwinding by human RECQ1 | P46063 | RECQ1 DNA unwinding, red fluorescence kinetic read | Potency, µM (highest dose often 57.3 µM), for inactives: at the top dose activity, negative = inhibition, hits mostly inhibitors | actives 0.54% (n = 240,000) | AID 2549;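 further: plate controls were vehicle for no effect and no enzyme for full effect; nearly all actives have a fitted effect of over 30% in size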
Target sequence (P46063 whole entry, looked up): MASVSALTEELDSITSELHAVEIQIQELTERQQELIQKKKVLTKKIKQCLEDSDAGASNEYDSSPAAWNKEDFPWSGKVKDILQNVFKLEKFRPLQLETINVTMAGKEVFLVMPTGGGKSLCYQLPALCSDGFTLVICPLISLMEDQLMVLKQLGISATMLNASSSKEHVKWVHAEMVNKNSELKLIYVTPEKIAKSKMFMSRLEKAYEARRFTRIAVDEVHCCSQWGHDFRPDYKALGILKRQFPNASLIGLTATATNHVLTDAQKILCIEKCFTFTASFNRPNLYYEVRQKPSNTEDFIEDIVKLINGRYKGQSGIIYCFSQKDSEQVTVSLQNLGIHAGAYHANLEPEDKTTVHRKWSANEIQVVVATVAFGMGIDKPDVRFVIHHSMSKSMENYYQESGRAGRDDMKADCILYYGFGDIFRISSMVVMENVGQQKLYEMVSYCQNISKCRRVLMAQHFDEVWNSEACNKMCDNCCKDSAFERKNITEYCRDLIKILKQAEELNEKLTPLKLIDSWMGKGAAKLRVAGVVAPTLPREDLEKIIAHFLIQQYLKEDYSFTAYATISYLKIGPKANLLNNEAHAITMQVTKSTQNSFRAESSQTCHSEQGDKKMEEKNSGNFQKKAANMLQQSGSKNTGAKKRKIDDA
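50 nM RECQ1T1 preincubated 15 min with compound in Tris pH 8.0 buffer with MgCl2, DTT, Tween-20 and 2.5 ug/ml poly(dI-dC); started with 200 nM TAMRA/BHQ-2 forked duplex and 2 mM ATP. Unwinding read as fluorescence (525/598 nm), two reads 2 h apart.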
Numbers without * were called inactive; i = inactive; ? = inconclusive; / = no result given; & = joins results of further samples; [ ] = another dose, or the depositor's remark. Unless noted, the call rests on the fitted dose curve; in most records, active means well fitted curve in the direction sought with a large enough effect; inconclusive means small, poorly fitted or top-dose-only effect, or another doubt; inactive means no such curve, though single readings can be large; an effect the other way counts as inactive or inconclusive. Unless noted, on the % scale 0 is the no-effect control and ±100 the full control effect; potency means the concentration at half of the fitted maximal effect. Only part of the results is shown; count on the stated rates, not on these rows.

#	molecule	GoLoco inh red	RECQ1 inh	TexasRed fluor	TRb-SRC2 inh	L3MBTL1 inh	JMJD2E inh	Tau fibril ThT	Tau fibril FP
1	NC(=O)c1c(NC(=O)CSc2nnc(-c3ccco3)n2N)sc2c1CCCC2	85%[activator]	-22%	?	15%	/	?	?	1%
2	COC(=O)c1ccc(NC2(C#N)C(=O)Nc3ccccc32)cc1 (stereo unspecified)	1%	-6%	1%	-4%	-2%	1%	?	-7%
3	CN1CCN(C(c2cccc(Br)c2)c2sc3nc(-c4ccco4)nn3c2O)CC1 (stereo unspecified)	/	/	0%	2%	/	/	-6%	-7%
4	COc1ccc(CC(=O)N2CCc3cc(OC)c(OC)cc3C2COc2ccc(OC)cc2)cc1 (stereo unspecified)	/	/	2%	5%	/	/	-2%	15%
5	COc1ccc(N2C(=O)CCC2=O)c(OC)c1	9%	2%	-3%	-1%	20%	10%	0%	-4%
6	COc1ccc(-n2c3c(cc(C(=O)NC4CCSC4=O)c2=O)C(=O)CC(C)(C)C3)cc1 (stereo unspecified)	0%	-1%	-2%	-2%	-3%	?	1%	3%
7	COc1ccc(N2C(=O)C(CC(=O)Nc3ccc(Cl)cc3)N(Cc3ccc4c(c3)OCO4)C2=O)cc1 (stereo unspecified)	/	/	0%	3%	/	/	6%	?
8	O=C(C1CCN(S(=O)(=O)c2cccc3cccnc23)CC1)N1CCN(C2CCCCC2)CC1	-7%	-3%	0%	-7%	-5%	-8%	-18%	0%
9	CCC(=O)N[C@@H]1CC(C(C)(C)NC(=O)CC)CC=C1C (stereo partly specified)	-2%	-1%	0%	9%	-2%	0%	-6%	-3%
10	COC(=O)CSc1nc(NC#N)nc(NC(C)(C)C)n1	-1%	-7%	0%	8%	3%	5%	3%	-2%

Four entries from above, with values under each structure.
Results follow in this order: GoLoco inh red	RECQ1 inh	TexasRed fluor	TRb-SRC2 inh	L3MBTL1 inh	JMJD2E inh	Tau fibril ThT	Tau fibril FP
1: NC(=O)c1c(NC(=O)CSc2nnc(-c3ccco3)n2N)sc2c1CCCC2
  85%[activator]	-22%	?	15%	/	?	?	1%
2: COC(=O)c1ccc(NC2(C#N)C(=O)Nc3ccccc32)cc1 (stereo unspecified)
  1%	-6%	1%	-4%	-2%	1%	?	-7%
7: COc1ccc(N2C(=O)C(CC(=O)Nc3ccc(Cl)cc3)N(Cc3ccc4c(c3)OCO4)C2=O)cc1 (stereo unspecified)
  /	/	0%	3%	/	/	6%	?
10: COC(=O)CSc1nc(NC#N)nc(NC(C)(C)C)n1
  -1%	-7%	0%	8%	3%	5%	3%	-2%

Continued:
#	molecule	GoLoco inh red	RECQ1 inh	TexasRed fluor	TRb-SRC2 inh	L3MBTL1 inh	JMJD2E inh	Tau fibril ThT	Tau fibril FP
11	COCCCN(CC(=O)Nc1ccc(N2CCOCC2)cc1)S(=O)(=O)c1ccc(Cl)cc1	2%	-3%	2%	1%	-8%	-4%	?	13%
12	COc1ccc(N(C(=O)COc2ccc(Br)cc2)S(=O)(=O)c2ccc(C)cc2)cc1	/	/	?	-8%	/	/	-7%	4%
13	COc1cc(OC)cc(C(=O)N2CCC(N3CCCCCC3)CC2)c1	-14%	2%	0%	6%	-3%[11.4 µM]	-5%	2%	-2%
14	CC1(C)CC(O)(CCNCc2ccc3c(c2)OCO3)CCO1 (stereo unspecified)	-5%	-5%	1%	-12%	4%	200%[activator]	-3%	1%
15	Cc1cc(C)n(C(=O)CNC(=O)C2COc3ccccc3O2)n1 (stereo unspecified)	13%	1%	-1%	6%	22%[11.4 µM]	1%	-7%	1%
16	O=C(CSc1nnc(-c2cccnc2)n1Cc1ccco1)c1ccc(Br)cc1	10%	3%	-2%	-11%	-13%	7%	-17%	6%
17	CC(=O)Nc1ccccc1NC(=O)c1ccccc1	8%	i	1%	-6%	3%	10%	-2%	-2%
18	CCC(COC)NCc1cn(-c2ccc(OC)cc2)nc1-c1cccc(F)c1 (stereo unspecified)	1%	-3%	1%	-2%	4%	-7%	-9%	6%
19	CC(C(=O)Nc1ccc2nccnc2c1)N1C(=O)C2C3C=CC(C3)C2C1=O (stereo unspecified)	10%	-2%	-1%	-8%	-8%	?	-10%	-9%
20	CCOc1ccccc1OC(=O)c1cc2ccccc2oc1=O	1%	-1%	0%	8%	-2%	11%	-6%	-1%
21	O=C(Cc1cccc2ccccc12)NN1C(=O)/C(=C\c2cccnc2)SC1=S	3%	22%	-2%	6%	/	3%	-6%	-9%
22	CC(Oc1ccc(Cl)cc1Cl)/C(N)=N/O (stereo unspecified)	1%	-3%	-2%	-4%	5%	-2%	-5%	-3%
23	CCCCCC[N+](C)(C)CC/C=C1/c2ccccc2Sc2ccc(Cl)cc21	1%	-7%	1%	3%	-2%	8%	?	6%
24	COc1ccccc1NC(=O)CN1C(=O)NC(CC(C)C)C1=O (stereo unspecified)	0%	-9%	-1%	2%	2%	6%	-1%	3%
25	CCN(CC)S(=O)(=O)c1cccc(-c2nnc(SCc3ncc(-c4ccccc4)o3)n2C)c1	6%	-4%	1%	3%	-2%	5%	-9%	10%
26	COC(=O)N1[C@H](C)C=C[C@]1(Cc1ccccc1)C(=O)O	-9%&-13%	-3%&-4%	-2%&-12%	3%&-2%	-7%	7%&-4%	4%&-4%	?
27	CCOc1ccccc1C(=O)NC(C(=O)NCc1ccc(F)cc1)C(C)C (stereo unspecified)	8%	i	-1%	1%	/	-6%	-2%	-5%
28	COc1ccc(/C=C/C(=O)c2c(C)nc3ccccn23)cc1	-3%	i	-1%	5%	-2%	-5%	?	5%
29	CC1(C)CC(=O)C2=C(C1)Nc1ccccc1S2	-7%	-7%	0%	-10%	-12%	4%	?	6%
30	Cc1ccc(C(=O)NCC(=O)Nc2ccc(C)c(S(=O)(=O)Nc3ccc(Cl)cc3)c2)s1	27%	5%	0%	13%	-16%	1%	0%	-1%
31	COc1cc(NC(=O)c2nnn(Cc3ccc(SC)cc3)c2N)cc(OC)c1	-3%	-13%	3%	2%	/	9%	-6%	?
32	NS(=O)(=O)c1ccc2nc(NC(=O)COc3ccccc3)sc2c1	/	/	-1%	6%	/	/	1%	-10%
33	O=C1c2ccccc2C(O)(c2ncc[nH]2)N1CCc1ccccc1 (stereo unspecified)	11%	i	-2%	2%	/	-1%	-3%	-2%
34	O=C(CSc1nc(Nc2ccccc2)nc(N2CCOCC2)n1)N1CCc2ccccc21	-11%	-2%	-3%	1%	0%	37%[activator]	-15%	?
35	O=C(Cn1nc(-c2ccc(Cl)cc2)c2ccccc2c1=O)Nc1cccnc1	9%	-15%	-4%	-1%	/	4%	-13%	1%
36	COc1ccc(NC(=O)c2cccnc2NCCc2ccccc2)cc1	-8%	-18%	-1%	8%	11%	-11%	-9%	-8%
37	CCNC(=S)NNC(=O)c1ccccc1Cl	4%	0%	1%	-2%	8%	0%	2%	4%
38	C=CCNC(=O)/C(=C\c1ccc(Br)cc1)NC(=O)c1ccccc1OC	13%	i	10%	3%	?	3%	2%	2%
39	Cc1ccc(Cc2cnc(NC(=O)C3CCCO3)s2)cc1 (stereo unspecified)	15%	6%	0%	-3%	2%	1%	-4%	-1%
40	CCc1ccc(NC(=O)CC2C(=O)N(c3ccc(Cl)cc3)C(=O)N2C2CCCC2)cc1 (stereo unspecified)	/	/	1%	6%	/	/	14%	-22%

Some entries already given, reduced to TexasRed fluor.
| no. | SMILES | TexasRed fluor |
| --- | --- | --- |
| 37 | CCNC(=S)NNC(=O)c1ccccc1Cl | 1% |
| 31 | COc1cc(NC(=O)c2nnn(Cc3ccc(SC)cc3)c2N)cc(OC)c1 | 3% |
| 38 | C=CCNC(=O)/C(=C\c1ccc(Br)cc1)NC(=O)c1ccccc1OC | 10% |

The results go on.
#	molecule	GoLoco inh red	RECQ1 inh	TexasRed fluor	TRb-SRC2 inh	L3MBTL1 inh	JMJD2E inh	Tau fibril ThT	Tau fibril FP
41	COC(=O)c1ccccc1S(=O)(=O)C(C)(C)C	11%	-10%	2%	-15%	6%	-2%	-4%	-7%
42	O=C(Nc1c(C(=O)Nc2ccccc2F)oc2ccccc12)c1cc2ccccc2o1	/	/	-2%	1%	/	/	6%	-11%
43	Cc1cccn2cc(CCNC(=O)c3ccc(Br)o3)nc12	3%	-16%	-2%	-5%	-1%	-7%	-15%	-3%
44	COc1cccc(NC(=O)CSCC(=O)O)c1	9%	-3%	-5%	5%	/	-11%	-5%	6%
45	Cc1ccc(S(=O)(=O)N(CC(O)Cn2c3ccccc3c3ccccc32)c2cccc(C(N)=O)c2)cc1 (stereo unspecified)	/	/	-4%	7%	/	/	2%	?
46	CCOc1ccc(CN2CCN(C(=O)c3cccc(F)c3)CC2)cc1	-3%	-1%	0%	-11%	-1%	?	-10%	-2%
47	Fc1ccc(NC(=S)Nc2cc(Cl)ccc2Cl)cc1	15%	i	0%	1%	10%	-1%	-3%	-7%
48	Cc1ccc(OC(=O)c2cc(=O)c3ccccc3o2)cc1	5%	-6%	2%	3%	3%	0%	?	2%
49	CCCCCn1c(SCc2cccc(C)c2)nc2c1c(=O)[nH]c(=O)n2C	-3%	i	5%	4%	/	8%	?	2%
50	CCS(=O)(=O)N1CCN(c2ccc(Cl)cc2[N+](=O)[O-])CC1	-4%	-1%	-15%	-1%	-12%	6%	-15%	-5%
51	COc1ccc(CCNC(=O)/C=C/C(=O)O)cc1	2%	25%	-5%	-3%	9%	-4%	11%	5%
52	O=C(Nn1c(=O)[nH]c2ccsc2c1=O)c1ccccc1	6%	-3%	1%	-13%	9%	-2%	-1%	2%
53	Cc1ccc(CN2CCN(C(=O)CCN3C(=O)c4ccccc4C3=O)CC2)cc1	2%	5%	-2%	-3%	-1%	2%	-7%	3%
54	C=CCNc1ncnc2c1[nH]c1ccc(Cl)cc12	42%[activator]	16%	-1%	-6%	/	?	?	5%
